Screening results as filed in PubChem BioAssay.
m-calpain inh: inhibitors of pig calpain II, primary screen, biochemical, fluorogenic peptide substrate, 1536-well; AID 1236, 2008; 220,000 tested, 0.37% active; purified calpain II, 30 min; inhibition, % at 16 µM;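 active = inhibition above about 50%, limit read from the data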
EP2 modulator: EP2 receptor modulators, cAMP readout, primary screen, cell-based, HTRF cAMP, PGE2 stimulation; Prostaglandin E2 receptor EP2 subtype (Homo sapiens), P43116; EP2-expressing cells, cAMP HTRF FRET, PGE2 co-stimulation; induction, % at 25 µM; 260,000 tested, 0.83% active; AID 940, 2007;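 active = compounds whose cAMP rise, as percent of the full-agonist control response, exceeds 60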;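 also: rat C6 glioma line stably carrying human EP2 under a CMV promoter; the protocol text gives 20 µM as final concentration; 100% = response of wells given 1 µM PGE2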
Target sequence (P43116 whole entry, looked up): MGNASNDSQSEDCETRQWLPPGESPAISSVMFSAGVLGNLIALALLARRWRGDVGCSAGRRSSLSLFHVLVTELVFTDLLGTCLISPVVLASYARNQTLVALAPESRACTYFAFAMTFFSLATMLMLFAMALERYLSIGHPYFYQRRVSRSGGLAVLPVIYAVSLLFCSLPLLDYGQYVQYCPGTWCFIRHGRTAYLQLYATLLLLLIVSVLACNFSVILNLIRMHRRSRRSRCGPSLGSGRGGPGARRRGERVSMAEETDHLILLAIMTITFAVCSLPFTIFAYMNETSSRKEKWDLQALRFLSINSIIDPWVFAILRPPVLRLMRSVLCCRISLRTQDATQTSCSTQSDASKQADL
Hck-Nef inh: inhibitors of Nef-activated human Hck kinase, primary screen, biochemical, Z-Lyte FRET, 384-well, Hck-YEEI | Tyrosine-protein kinase HCK (Homo sapiens), P08631 | Recombinant Hck-YEEI plus Nef, Z-Lyte FRET kinase assay | inhibition, % at 20 µM | 220,000 tested, 0.68% active;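 active = Hck-Nef kinase inhibition above about 50%, limit read from the data; inactive = inhibition below that limit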;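 also: 0% = DMSO with Hck plus Nef and 100% = Hck alone without Nef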
Target sequence (P08631 whole entry, looked up): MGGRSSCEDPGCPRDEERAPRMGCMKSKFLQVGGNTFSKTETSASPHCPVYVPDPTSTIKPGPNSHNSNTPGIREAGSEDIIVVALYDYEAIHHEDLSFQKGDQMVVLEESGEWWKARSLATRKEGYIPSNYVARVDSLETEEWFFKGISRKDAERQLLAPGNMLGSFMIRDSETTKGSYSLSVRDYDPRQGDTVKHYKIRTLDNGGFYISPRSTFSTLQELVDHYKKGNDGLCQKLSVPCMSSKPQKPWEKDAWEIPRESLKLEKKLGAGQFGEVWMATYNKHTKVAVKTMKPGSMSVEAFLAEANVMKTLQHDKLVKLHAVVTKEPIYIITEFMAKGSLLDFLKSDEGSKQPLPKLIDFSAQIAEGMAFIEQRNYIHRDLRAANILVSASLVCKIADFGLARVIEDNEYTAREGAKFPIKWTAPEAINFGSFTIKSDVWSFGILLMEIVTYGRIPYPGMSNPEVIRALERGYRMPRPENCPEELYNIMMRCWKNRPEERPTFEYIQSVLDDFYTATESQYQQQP
Tb hexokinase: Trypanosoma brucei hexokinase 1 inhibitors, primary screen, biochemical, G6PDH-coupled NADH absorbance, MLSCN library; inhibition, % at 10 µM; hexokinase 1 [Trypanosoma brucei]; 220,000 tested, 0.11% active; recombinant TbHK1, G6PDH-coupled NADH A340;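 active = inhibition of 50% or more in the single-dose primary screen; inactive = inhibition below 50%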
eIF4E-4G inh: eIF4E–eIF4G protein interaction inhibitors, primary screen, biochemical, uHTS, TR-FRET, eIF4GI fragment; AID 782, 2007; Eukaryotic translation initiation factor 4E (Mus musculus) + Eukaryotic translation …; TR-FRET eIF4E-eIF4GI(517-606) binding, 2 h; 220,000 tested, 0.37% active; inhibition, % at 21.7 µM;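 active = inhibition above about 30%, limit read from the data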;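 also: 0% = full FRET control wells and 100% = background wells lacking eIF4GI fragment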
EP2 antag: human EP2 receptor antagonists, primary screen, TR-FRET cAMP, C6 glioma cells; C6 glioma cells expressing human EP2; cells stimulated with saturating PGE2; inhibition, % at 25 µM; 260,000 tested, 0.52% active; AID 1422, 2008;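 active = percent inhibition above 40 after rounding to a whole number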;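 also: rat C6 glioma host cells with rolipram phosphodiesterase inhibitor present; the protocol text gives 20 µM as final concentration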
14-3-3 Bad inh: inhibitors of 14-3-3 zeta/Bad binding, primary screen, biochemical, TR-FRET, bovine 14-3-3 zeta; 14-3-3 protein zeta/delta (Bos taurus), P63103; TR-FRET 14-3-3zeta/Dy647-pBad peptide displacement, 1 h; inhibition, % at 21.7 µM; 220,000 tested, 0.71% active;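 active = inhibition above about 70%, limit read from the data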;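 also: 0% = full 14-3-3 plus peptide FRET controls and 100% = background without 14-3-3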
Rad51 HR inh: human RAD51 strand exchange inhibitors, primary screen, biochemical, fluorescence. hRad51 DNA strand exchange, fluorescence dequenching. inhibition, % at 10 µM. 200,000 tested, 0.085% active. AID 1385, 2008;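 active = inhibition above 40% at the single screening dose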;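 also: 0% = DMSO control wells and 100% = blanks with heterologous ssDNA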
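material = hRad51 filaments on single-stranded DNA | reagent = Donor/quencher-labelled 47-bp dsDNA substrate | compound = 10 µM final, single point | schedule = strand-exchange reaction 15 min at room temperature | measured by = fluorescein emission 520 nm, excitation 485 nm | read-out basis = % inhibition versus plate control and blank means | benchmarks = plate controls and plate blanks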
L929 necroptosis: inhibitors of zVAD-triggered necroptosis, primary screen, L929 cells | L929 zVAD necroptosis rescue, ATP luminescence, 24 h; with zVAD 60 µM | viability rescue, % at 10 µM | 220,000 tested, 0.38% active;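 active = activation, scaled between plate controls, above about 75%, limit read from the data; inactive = activation under that limit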;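 also: 0% = zVAD with DMSO and 100% = DMSO alone without zVAD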
Numbers without * were called inactive; / = no result given; & = joins results of further samples; [ ] = remark or other dose. This is a subset, so the mix of outcomes need not match the whole.

1	CC(=O)N(CC1CCCO1)c1nnc(-c2ccccn2)s1 (stereo not given)
2	O=C(Nc1ccccc1)C1=C(O)CC(c2ccoc2)CC1=Nc1ccccc1 (stereo not given)
3	CC1CN(CC(O)COc2ccc(C(C)C)cc2)CC(C)O1 (stereo not given)
4	CCOc1ccc(-c2c[n+](=O)c3c(n2[O-])CCCC3)c(OCC)c1
5	CCCCC12CN3CCN(CC(C3)/C1=N\NC(=O)c1ccccc1N)C2
6	COC(=O)/C(=C/c1cccc([N+](=O)[O-])c1)NC(=O)c1ccc(OC)cc1

assay / compound	1	2	3	4	5	6
m-calpain inh	-0.1	-42.4	0.6	-1.0	-264.6	0.7
EP2 modulator	8.7&2.2	49.0	12.0	22.8	-6.4	-3.4
Hck-Nef inh	1.1	-0.3	-0.1	-0.7	2.1	2.1
Tb hexokinase	-1.4	3.9	4.9	-13.9	21.6	-2.1
eIF4E-4G inh	-2.2	-4.6	-6.5	4.6	-0.4	0.7
EP2 antag	9.2&11.4	2.2	6.8	5.9	9.4	9.4
14-3-3 Bad inh	-15.0	10.1	28.3[fluorescence artefact?]	5.3	-23.2	7.5[fluorescence artefact?]
Rad51 HR inh	2.2	-0.9	-1.6	-0.9	/	/
L929 necroptosis	0.0	-0.2	0.1	0.2	0.5	0.5

7	Cc1nc(N2CCN(C(c3ccccc3)c3ccccc3)CC2)[nH]c(=O)c1C
8	CC(=O)C1=C(C)N(Cc2ccccc2)C(=O)N[C@@H]1c1cccc(C(F)(F)F)c1
9	OCCNCc1cc(Br)ccc1OCc1ccc(F)cc1
10	CN1CCN(c2ccc(Cl)cc2NC(=O)c2ccc(S(=O)(=O)N(C)C)cc2)CC1
11	COC(=O)c1ccc(-n2nnnc2SCC(=O)N2CCCCC2)cc1
12	CCC(=O)N1CCC2(CC1)Oc1ccc(F)cc1C(=O)C21CC(c2ccc(Cl)cc2)=NO1 (stereo not given)

assay / compound	7	8	9	10	11	12
m-calpain inh	0.7	22.7	18.0	-9.4	-30.0	-43.3
EP2 modulator	24.3	6.7	-14.1	-34.9	-17.1	23.1
Hck-Nef inh	0.1	-5.6	5.8	11.3	-0.7	22.6
Tb hexokinase	-6.8	3.0	3.3	-10.5	-0.4	-27.8
eIF4E-4G inh	0.7	-0.2[fluorescence artefact?]	-0.2	-0.5	-6.2	-2.1
EP2 antag	9.7	12.7	13.0	25.2	3.7	15.4
14-3-3 Bad inh	-4.8	-10.5[fluorescence artefact?]	0.9	-6.1	-6.4	-3.8
Rad51 HR inh	-1.3	-0.6	0.0	3.8	-1.3	-1.2
L929 necroptosis	0.1	-0.3	0.4	0.3	-0.7	0.7

13	Cc1ccc(C(=O)C(C)Sc2nnc(N)s2)cc1 (stereo not given)
14	CCOCc1c(C(=O)OCC(=O)/C(C#N)=C(\C)N)oc2ccccc12
15	O=C(NN1C(=O)c2ccccc2NC1c1ccco1)c1ccc(Br)cc1 (stereo not given)
16	C=CCNC(=O)c1ccccc1NC(=O)COc1ccc(OC)cc1
17	Cc1ccc(N(Cc2ccc(C(=O)NCCSc3ccccn3)cc2)S(C)(=O)=O)cc1C
18	c1ccc(Cn2nnc3c(NCc4ccc5c(c4)OCO5)ncnc32)cc1

assay / compound	13	14	15	16	17	18
m-calpain inh	-5.9	-18.6	-35.0	-19.9	10.0	20.1
EP2 modulator	-17.5	12.6	37.5	5.4	-54.7	0.3
Hck-Nef inh	19.0	21.4	19.8	3.7	1.5	33.7
Tb hexokinase	-3.0	-1.7	-4.4	4.7	32.0	-7.0
eIF4E-4G inh	5.3	2.0	-2.0	-0.3	2.3	-12.5
EP2 antag	2.3	4.6	3.6	6.1	9.7	1.8
14-3-3 Bad inh	-8.4	-7.9	-17.6	-11.6	-17.6	21.5
Rad51 HR inh	-3.2	-0.7	33.0	8.0	13.6	/
L929 necroptosis	1.6	0.8	-0.4	2.7	0.8	0.5

19	COc1ccccc1/C=C(/C(=O)OCC(N)=O)c1ccccc1
20	Cc1ccc(-n2cc3c(=O)n(C)c(=O)n(C)c3c2)cc1C
21	COC(=O)c1ccccc1NC(=O)CSc1nnc(Cc2ccc(Cl)cc2)o1
22	CCC(=O)N1CCc2cc(Br)cc(S(=O)(=O)C3(C(=O)OC)CC3)c21
23	COc1ccc(NC(=O)C(CCS(C)(=O)=O)N2C(=O)c3ccccc3C2=O)cc1 (stereo not given)
24	CCCNS(=O)(=O)/C=C/c1ccccc1

assay / compound	19	20	21	22	23	24
m-calpain inh	14.9	33.0	-7.0	-14.2	-3.1	-10.6
EP2 modulator	10.0	-14.0	7.1	-0.2	-7.6	7.9
Hck-Nef inh	5.3	-0.2	-7.4	6.7	1.4	23.0
Tb hexokinase	18.5	7.9	2.3	3.1	-7.9	5.5
eIF4E-4G inh	0.0	7.8	3.7	-1.8	0.2[fluorescence artefact?]	-1.1
EP2 antag	5.8	18.1	2.9	10.4	11.1	6.5
14-3-3 Bad inh	-3.3	-2.2	5.7	0.2	-1.3	-6.0
Rad51 HR inh	1.7	15.3	-1.5	1.5	6.4	-7.1
L929 necroptosis	-0.6	-0.4	-0.9	0.2	-0.4	0.0

25	O=C(C1=C[C@H](C2CC2)C[C@H](OCc2ccc(CO)cc2)O1)N1CCN(Cc2ccccc2)CC1
26	COC(=O)c1cc(COC(=O)c2nc3nc(C)cc(C)n3n2)oc1C
27	COc1ccc(/C=N/Nc2ccc(C(F)(F)F)cc2[N+](=O)[O-])cc1
28	Fc1ccc(C2CC(c3ccco3)=Nc3ccccc3S2)cc1 (stereo not given)
29	Cn1c(=O)c(-c2ccccc2)c(O)c2ccccc21
30	O=C1N(C2CCCC2)C[C@@H]2C[C@@H](c3cccn3-c3nccs3)N3CCC[C@@]123

assay / compound	25	26	27	28	29	30
m-calpain inh	1.0	19.1	1.9	-5.7	-7.5	-41.9
EP2 modulator	-16.5	-18.2	12.0	62.3*	-3.1	-1.6
Hck-Nef inh	9.4	10.2	2.0	-27.8	31.4	-1.2
Tb hexokinase	-10.0	-4.9	11.3	0.0	-1.5	-3.8
eIF4E-4G inh	-1.2	-0.2	1.3[fluorescence artefact?]	-1.8	5.5	3.1
EP2 antag	7.3	4.6	6.9	3.9	3.5	1.4
14-3-3 Bad inh	-3.7	-3.5	-13.2[fluorescence artefact?]	-7.7	-6.8	-6.0
Rad51 HR inh	-1.7	0.8	/	14.0	-6.7	/
L929 necroptosis	-0.9	-0.8	1.0	0.1	1.6	-0.3

31	O=S1(=O)CC(O)C(N=Nc2c(O)n(Cc3ccccc3)c3ccccc23)C1 (stereo not given)
32	Fc1ccc(CN(Cc2ccccc2)C(c2cccs2)c2nnnn2C2CCCCC2)cc1 (stereo not given)
33	Cc1cc(Br)ccc1NC(=O)CNC(=O)CSc1n[nH]c(N)n1
34	CCn1cnc2sc(C(=O)N3CCN(Cc4ccc5c(c4)OCO5)CC3)c(C)c2c1=O
35	CC(C)CC(=O)N1CCN(Cc2cccc([N+](=O)[O-])c2)CC1
36	CSc1ccc(/C=C/C(=O)NC23CC4CC(CC(C4)C2)C3)cc1

assay / compound	31	32	33	34	35	36
m-calpain inh	-8.8	39.1	21.8	2.1	1.1	-149.2
EP2 modulator	10.8	27.5	10.0	11.2	17.7	-77.2
Hck-Nef inh	16.9	4.0	0.0	1.7	18.0	4.2
Tb hexokinase	-28.8	-0.6	2.1	-5.6	3.3	-10.7
eIF4E-4G inh	-3.0	-2.0[fluorescence artefact?]	2.9	-1.4	2.8	1.8[fluorescence artefact?]
EP2 antag	10.0	22.9	9.1	/	8.4	12.2
14-3-3 Bad inh	4.0	-8.5	4.8	15.7	26.7	7.6
Rad51 HR inh	0.8	0.8	-2.7	/	-4.4	12.3
L929 necroptosis	-1.2	-0.9	-0.1	2.4	0.1	4.5

37	CC(C)CC(=O)NC(=S)Nc1sc2c(c1C(N)=O)CCC2
38	COc1ccc(NC(=O)N2CCC(NC(=O)c3ccco3)CC2)cc1
39	O=C(N/N=C/c1ccc([N+](=O)[O-])cc1)c1cnccn1
40	CC(=O)Nc1ccc(CN2CCN(CC(C)C)C(CCO)C2)cc1 (stereo not given)
41	Cn1c(=O)oc2cc(S(=O)(=O)NCCC(=O)NCCc3ccccc3)ccc21
42	Cc1ccc(S(C)(=O)=NS(=O)(=O)c2cccc3nsnc23)cc1 (stereo not given)
43	O=[N+]([O-])c1ccc(C2CN=C(Nc3ccccc3)S2)cc1 (stereo not given)
44	O=C1CC(c2ccc(S(=O)(=O)Nc3cc(C(F)(F)F)cc(C(F)(F)F)c3)cc2)CN1 (stereo not given)

assay / compound	37	38	39	40	41	42	43	44
m-calpain inh	-12.8	-28.2	-2.9	1.8	-19.3	14.2	11.6	-38.9
EP2 modulator	-33.1	21.9	21.1	-20.6	3.8	-13.9	-37.0	14.6
Hck-Nef inh	8.3	0.0	7.7	8.8	-11.6	5.9	20.0	0.3
Tb hexokinase	-8.4	-1.2	-79.1	-7.4	4.4	-3.6	9.0	-19.9
eIF4E-4G inh	2.5	-2.7	3.2	-2.4	0.5	7.8	-0.6	1.4
EP2 antag	10.1	6.1	1.0	2.4	5.8	9.9	7.1	7.2
14-3-3 Bad inh	-5.1	1.2	1.4	-0.3	9.4[fluorescence artefact?]	2.8	14.7	5.5
Rad51 HR inh	2.0	-0.6	-14.9	/	1.8	2.5	-19.8	-5.5
L929 necroptosis	5.3	-0.2	-0.3	-0.1	1.4	0.5	10.4	0.6

In the list so far, six have an aryl thioether with sulfur outside any ring.
11	COC(=O)c1ccc(-n2nnnc2SCC(=O)N2CCCCC2)cc1
13	Cc1ccc(C(=O)C(C)Sc2nnc(N)s2)cc1 (stereo not given)
17	Cc1ccc(N(Cc2ccc(C(=O)NCCSc3ccccn3)cc2)S(C)(=O)=O)cc1C
21	COC(=O)c1ccccc1NC(=O)CSc1nnc(Cc2ccc(Cl)cc2)o1
33	Cc1cc(Br)ccc1NC(=O)CNC(=O)CSc1n[nH]c(N)n1
36	CSc1ccc(/C=C/C(=O)NC23CC4CC(CC(C4)C2)C3)cc1

assay / compound	11	13	17	21	33	36
m-calpain inh	-30.0	-5.9	10.0	-7.0	21.8	-149.2
EP2 modulator	-17.1	-17.5	-54.7	7.1	10.0	-77.2
Hck-Nef inh	-0.7	19.0	1.5	-7.4	0.0	4.2
Tb hexokinase	-0.4	-3.0	32.0	2.3	2.1	-10.7
eIF4E-4G inh	-6.2	5.3	2.3	3.7	2.9	1.8[fluorescence artefact?]
EP2 antag	3.7	2.3	9.7	2.9	9.1	12.2
14-3-3 Bad inh	-6.4	-8.4	-17.6	5.7	4.8	7.6
Rad51 HR inh	-1.3	-3.2	13.6	-1.5	-2.7	12.3
L929 necroptosis	-0.7	1.6	0.8	-0.9	-0.1	4.5
